SENP7 block = SENP7 protease inhibition; Q9BQF6; recombinant SENP7, Z-RLRGG-aminoluciferin luminescence, 40 min; inhibition, % at 5 µM; hit rate 1.5% among 330,000; AID 434973;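 active means inhibition above about 50% at the single test dose, limit read from the data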;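 further: plate controls were DMSO with enzyme for no effect and no enzyme buffer wells for full effect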
Apaf-1 inh = inhibitors of human Apaf-1 apoptosome. reconstituted apoptosome caspase-3 activity, DEVD-Rh110 fluorescence. inhibition, % at 20 µM. hit rate 0.71% among 330,000; active means inhibition of at least 40% at 20 µM;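 further: plate controls were DMSO wells for no effect and DEVD-CHO caspase inhibitor wells for full effect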
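detection = Rh110 fluorescence intensity | test system = biochemical Apaf-1 apoptosome reconstitution | also added = cytochrome c and DEVD-Rh110 substrate | schedule = 30 min plus 50 min, RT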
SENP6 inh = inhibitors of human SENP6 protease; Recombinant SENP6 catalytic domain, aminoluciferin luminescence; inhibition, % at 10 µM; hit rate 1.8% among 330,000;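 active means inhibition above about 50% at the single tested dose, limit read from the data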;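 further: plate controls were DMSO wells with enzyme for no effect and DMSO wells lacking enzyme for full effect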
A3G deaminase = blocks human APOBEC3G single-stranded DNA deamination. recombinant A3G, ssDNA deamination FAM/TAMRA fluorescence. inhibition, % at 20 µM. hit rate 0.28% among 330,000;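 active means inhibition of at least 40% at 20 µM, with no more than 30% in the related APOBEC3A deaminase screen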;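 further: plate controls were DMSO wells with A3G for no effect and wells lacking A3G enzyme for full effect; some compounds called inactive have numbers as strong as hits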
Target sequence (Q9HC16 whole entry, looked up): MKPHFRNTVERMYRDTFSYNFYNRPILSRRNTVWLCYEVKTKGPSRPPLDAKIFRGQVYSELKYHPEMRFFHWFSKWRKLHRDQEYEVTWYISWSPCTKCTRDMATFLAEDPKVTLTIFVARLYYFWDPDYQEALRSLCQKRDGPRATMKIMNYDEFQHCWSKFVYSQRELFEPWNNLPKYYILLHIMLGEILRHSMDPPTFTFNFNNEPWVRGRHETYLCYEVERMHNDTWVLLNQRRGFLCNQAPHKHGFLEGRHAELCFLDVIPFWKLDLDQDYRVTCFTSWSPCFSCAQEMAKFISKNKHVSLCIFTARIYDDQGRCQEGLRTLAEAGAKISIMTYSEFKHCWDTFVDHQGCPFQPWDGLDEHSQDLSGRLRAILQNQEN
SENP8 block-1 = inhibitors of human SENP8 protease. Q96LD8. purified SENP8, Z-RLRGG-aminoluciferin cleavage, luminescence. inhibition, % at 10 µM. hit rate 1.2% among 330,000. AID 2540; in the data active means inhibition above about 50%
Target sequence (Q96LD8 whole entry, looked up): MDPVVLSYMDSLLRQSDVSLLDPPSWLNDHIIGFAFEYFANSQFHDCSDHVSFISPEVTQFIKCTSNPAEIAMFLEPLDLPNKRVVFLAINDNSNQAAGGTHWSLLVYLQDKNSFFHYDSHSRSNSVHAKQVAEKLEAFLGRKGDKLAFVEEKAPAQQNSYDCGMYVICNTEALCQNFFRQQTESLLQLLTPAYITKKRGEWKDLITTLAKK
UBC13 inh = blocks human UBC13 polyubiquitin chain formation; TR-FRET; hit rate 0.47% among 330,000; P61088; AID 485273; inhibition, % at 20 µM; in the data active means inhibition above about 45%, passing the limit was not always enough
Target sequence (P61088 whole entry, looked up): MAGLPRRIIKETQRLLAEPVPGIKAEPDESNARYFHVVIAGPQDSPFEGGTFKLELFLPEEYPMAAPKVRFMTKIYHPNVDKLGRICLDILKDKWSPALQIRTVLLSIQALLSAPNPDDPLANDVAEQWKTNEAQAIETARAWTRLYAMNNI
SENP8 block-2 = blocks human SENP8 cleavage of Nedd8 substrate; AID 602440; inhibition, % at 20 µM; hit rate 0.64% among 360,000; recombinant SENP8, Nedd8 substrate fluorescence; in the data active means inhibition mostly above about 40%, no sharp cut-off; inactive means mostly below about 27%
SENP1 inh = SENP1 (human) catalytic domain inhibition; Q9P0U3; inhibition, % at 10 µM; hit rate 0.21% among 360,000; AID 624204; recombinant SENP1 catalytic domain, CyPet-SUMO1-YPet FRET cleavage;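 active means inhibition at least 30% at 10 µM, raw YFP signal under a set limit, fluorescence ratio 0.5 to 1.5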;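 further: 0% = enzyme with DMSO and 100% = no enzyme wells; some results filed as inactive read as strong as hits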
Target sequence (Q9P0U3 419-644 limits assumed): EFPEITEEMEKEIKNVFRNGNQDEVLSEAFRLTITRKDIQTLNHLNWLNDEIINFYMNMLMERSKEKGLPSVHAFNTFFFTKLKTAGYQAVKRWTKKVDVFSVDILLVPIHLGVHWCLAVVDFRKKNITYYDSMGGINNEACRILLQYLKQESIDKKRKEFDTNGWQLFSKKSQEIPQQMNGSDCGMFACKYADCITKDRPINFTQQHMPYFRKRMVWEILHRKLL
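Test system: human SENP1 catalytic domain; medium: Tris pH 8 buffer plus EDTA, NaCl, BME, BSA, NP40, catalase; incubation: 50 min reaction at room temperature; technique: FRET, CFP and YFP emission; controls: no-enzyme low control and enzyme-plus-DMSO high control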
Numbers without * were called inactive; & = joins results of further samples.

SMILES	SENP7 block	Apaf-1 inh	SENP6 inh	A3G deaminase	SENP8 block-1	UBC13 inh	SENP8 block-2	SENP1 inh
CN1CCN(C(=O)/C(=C/c2cn(S(=O)(=O)N(C)C)c3ccccc23)NC(=O)c2ccccc2)CC1	-4.8	3.2	-16.4	-3.3	2.8	3.9	9.0	-2.0
Cc1oc2c(C)c3oc(=O)c(CCC(=O)NCCCN4CCCC4=O)c(C)c3cc2c1C	4.5	-4.4	-2.8	-7.5	5.7	6.8	-4.8	-73.5
Clc1ccc(CO/N=C2\CCCc3nonc32)cc1	-22.6	6.9	-1.5	-2.2	-19.0	-2.9	-3.2	-3.3
C/C(=N\Nc1ccc(S(=O)(=O)Nc2ccccc2)cc1[N+](=O)[O-])c1ccc(N2CCOCC2)cc1	7.5	-5.7	0.5	3.0	8.4	-72.4	43.8*	1.2
Cc1c(C2(O)C(=O)Nc3ccc(F)cc32)c(=O)n(-c2ccccc2)n1C (stereo unspecified)	-3.0	9.2	-2.6	-2.8	9.5	1.8	8.8	0.3
COc1ccc(CN(C)C(C)C(=O)Nc2ccc(S(=O)(=O)N3CCOCC3)cc2)c(OC)c1 (stereo unspecified)	-11.5	13.9	-28.1	-9.0	-6.0	-1.8	11.6	1.2
CCN(C(=O)CN1c2ccccc2CC1C)c1c(N)n(Cc2ccccc2)c(=O)[nH]c1=O (stereo unspecified)	2.7	-8.5	2.8	7.7	5.3	-1.5	8.6	-5.2
Nc1nnc(Cc2cccc(Br)c2)s1	4.4	-21.4	-1.3	-3.6	-1.1	7.4	28.6	2.2
CCC1SC2=NC(C)=C(C(=O)OC)C(c3ccc(C)cc3)N2C1=O (stereo unspecified)	1.8	4.7	-19.1	-4.4	-9.1	-6.6	29.6	1.2
Cc1c(Cl)cccc1NC(=O)Nc1ccn(C)n1	5.7	-3.4	-6.3	-5.4	-2.3	14.3	13.2	0.7
COc1ccc(Cl)cc1NC(=S)N(Cc1ccccc1C)CC1CCC(C(=O)O)CC1 (stereo unspecified)	2.4	12.0	-9.7	-6.4	-3.3	-0.2	-3.3	1.4
COc1ccc2c(c1)cc(C(=O)N[C@H](C(=O)N1CCC[C@H]1C(=O)O)C(C)C)n2C	4.5	-7.5	2.0	-1.0	2.0	1.6	-221.9	3.4
COc1ccc(-c2nc3cc(NC(=O)c4ccc5c(c4)OCO5)ccc3o2)cc1	-0.3	-6.3	2.5	-3.9	-0.5	9.6	-275.4	-1.1
COc1cc(OC)cc(C(=O)N[C@H](C(=O)OCC(=O)Nc2ccc(C)cc2C)C(C)C)c1	-8.6	-1.0	-15.4	5.5	-1.8	-1.6	13.6	1.9
CCOc1cc(/C=C2\C(=O)ON=C2c2ccccc2)cc(Br)c1O	9.4	9.3	-12.4	-7.3	4.5	-84.2	9.2	8.7
O=C(CNC(=O)Cn1ccc2ccccc2c1=O)NCCCN1CCCCCC1	0.3	17.6	7.6	-2.7	3.0	19.7	-3.5	-13.2
CCCCN(c1ccccc1)S(=O)(=O)N(C)C	0.6	-5.3	14.1	-0.1	3.8	7.0	4.1	-1.4
O=c1ccn([C@@H]2O[C@H](COS(=O)(=O)O)[C@@H](O)[C@H]2O)c(=O)[nH]1	-9.8	5.0	-2.5	-4.7	-4.7	-9.4	14.7	2.2
COc1ccc(-c2csc(-c3[nH]cnc3N)n2)cc1	-2.0	-13.7	-21.7	-4.8	-10.6	-13.3	-34.5	-6.8
CCCc1c(O)nc(SCC(=O)NCCc2ccc(OC)c(OC)c2)[nH]c1=O	-3.3	-9.0	-10.1	-8.8	-9.5	4.4	14.9	2.2
Cc1ccccc1CC(=O)N1CCOCC1	-0.8	-6.0	11.9	-0.1	-0.3	1.8	-0.5	-1.8
O=C(N1CCCCCC1)N1CCN(S(=O)(=O)c2ccccc2)CC1	-15.8	2.8	3.8	0.3	-2.7	-13.1	8.9	0.8
CCN(C[C@H]1N[C@@](C)(C(=O)OC)[C@H]2C(=O)N(Cc3ccccc3)C(=O)[C@@H]12)C(=O)c1ccc(C(C)(C)C)cc1	-3.6	11.0	-2.0	-1.1	7.5	4.3	6.4	0.8
COC(=O)CN1C(=S)N(Cc2ccccc2)C(=O)C1CC(=O)Nc1ccc(Br)cc1 (stereo unspecified)	-6.8	10.1	1.7	-1.9	5.1	4.1	27.3	0.5
O=C1OCC/C1=C\OCCCO/C=C1\CCOC1=O	-3.1	4.6	14.5	4.1	2.6	-1.5	3.5	2.7
Cc1ccc(Cn2c(C3CCCN3c3nc(-c4ccc(F)cc4)cs3)nc3cc(Cl)c(Cl)cc32)cc1 (stereo unspecified)	-8.2	18.7	-13.5	-7.5	-16.4	-31.0	9.6	1.4
Cc1ccc(-c2nnc(OCC3CCCO3)c3ccccc23)cc1 (stereo unspecified)	5.9	2.7	-9.6	-1.6	1.1	-10.3	-0.5	2.2
COC(=O)c1ccc(S(=O)(=O)N2CCN(CCO)CC2)n1C	-8.2	1.2	-28.6	-8.3	-7.7	3.0	9.2	-1.3
CC1CN(Cc2ccccc2)c2nc3c(c(=O)n(C)c(=O)n3C)n2C1 (stereo unspecified)	6.0	5.7	-16.8	0.4	-3.8	6.3	4.9	2.4
COc1ccccc1CNC(=O)CS(=O)(=O)Cc1ccccc1	-4.0	-6.7	-9.7	-7.9	-2.9	1.1	0.5	0.5
CCc1ccc([C@@H]2CC=C(C(=O)O)CN2S(=O)(=O)c2ccc(C)cc2)cc1	-3.7	-3.5	-9.6	-8.8	6.3	-7.1	-189.6	0.6
O=C(c1cc(S(=O)(=O)N2CCCCC2)ccc1F)N1CCCCC1	-3.0	1.3	1.2	5.9	8.7	0.5	4.5	-0.4
O=C(O)c1ccccc1S(=O)CCO (stereo unspecified)	-0.5	3.9	-21.3	-4.2	3.4	-7.3	6.7	1.6
CC(Oc1ccc(Br)cc1)C(=O)N1CCc2ccccc21 (stereo unspecified)	-1.5	21.3	1.6	-8.1	-5.2	-3.1	27.3	0.6
CN1C(=O)c2ccc(NC(=S)NC(=O)C(C)(C)C)cc2C1=O	-8.4	4.7	-10.8	4.8	-11.8	-1.7	-27.9	14.0
O=C(O/N=C(\c1ccccc1)c1ccccn1)c1ccc(Cl)c(Cl)c1	-3.1	13.7	-13.0	0.1	-8.5	2.6	19.8	2.8
CCc1cc(=O)oc2c3c(cc(OCC(=O)NCc4ccncc4)c12)OC(C)(C)CC3	-3.1	-8.1	51.6*	-6.4	8.5	19.5	-206.4	-0.4
Cc1c(C(=O)N2CCCCC2C)sc2nc3n(c(=O)c12)CCC3 (stereo unspecified)	-1.7	-5.0	-1.6	-5.2	0.5	6.3	14.3	-1.3
CCc1ccc(NC(=O)NC2CCCCCCC2)cc1	-7.9	12.9	-9.7	-0.7	0.4	-11.5	8.1	-0.6
O=C(C1Cc2ccccc2CN1S(=O)(=O)c1cccs1)N1CCCCCC1 (stereo unspecified)	-3.5	21.2	-6.5	-4.5	-0.5	0.0	-3.3	-2.2
Nc1c(C(=O)O)sc2nc(-c3ccccc3)cc(-c3ccccc3)c12	7.8	13.9	20.0	-0.2	5.4	-1.4	-125.4	-37.3
CC(=O)N1CCN(S(=O)(=O)c2cccc(C(=O)OCN3C(=O)c4ccccc4C3=O)c2)CC1	14.1	9.1	-3.8	-1.1	0.8	-1.1	20.6	0.5
CCOC(=O)C(NC(=O)c1ccc(F)cc1)(Nc1sc2c(c1C(N)=O)CCC2)C(F)(F)F (stereo unspecified)	-3.2	-0.6	-2.3	-8.8	-6.4	-7.6	13.8	-18.7
CSc1ccc(S(=O)(=O)Nc2ccc(N3CCOCC3)c(Cl)c2)cc1	2.0	12.4	-4.7	-5.1	-5.9	-4.5	16.5	-1.4
CN1CCN(c2ccc(CNS(=O)(=O)c3ccsc3)cc2)CC1	2.2	-8.7	-24.4	-11.4	5.4	6.9	-2.4	-0.5

6 entries out of the list, ordered by molar mass, high to low.
SMILES	SENP7 block	Apaf-1 inh	SENP6 inh	A3G deaminase	SENP8 block-1	UBC13 inh	SENP8 block-2	SENP1 inh
COc1ccc(CN(C)C(C)C(=O)Nc2ccc(S(=O)(=O)N3CCOCC3)cc2)c(OC)c1 (stereo unspecified)	-11.5	13.9	-28.1	-9.0	-6.0	-1.8	11.6	1.2
COc1cc(OC)cc(C(=O)N[C@H](C(=O)OCC(=O)Nc2ccc(C)cc2C)C(C)C)c1	-8.6	-1.0	-15.4	5.5	-1.8	-1.6	13.6	1.9
CCc1cc(=O)oc2c3c(cc(OCC(=O)NCc4ccncc4)c12)OC(C)(C)CC3	-3.1	-8.1	51.6*	-6.4	8.5	19.5	-206.4	-0.4
O=C(C1Cc2ccccc2CN1S(=O)(=O)c1cccs1)N1CCCCCC1 (stereo unspecified)	-3.5	21.2	-6.5	-4.5	-0.5	0.0	-3.3	-2.2
O=C(N1CCCCCC1)N1CCN(S(=O)(=O)c2ccccc2)CC1	-15.8	2.8	3.8	0.3	-2.7	-13.1	8.9	0.8
Nc1nnc(Cc2cccc(Br)c2)s1	4.4	-21.4	-1.3	-3.6	-1.1	7.4	28.6	2.2

(listing goes on)
SMILES	SENP7 block	Apaf-1 inh	SENP6 inh	A3G deaminase	SENP8 block-1	UBC13 inh	SENP8 block-2	SENP1 inh
O=C(CCN1C(=O)/C(=C/c2ccc(F)cc2)SC1=S)NCCc1ccc(O)cc1	-10.4	-35.9	-3.9	-5.0	4.3	-9.7	17.1	2.9
CCOC(=O)CN1C(=O)C(=O)c2cccc(C)c21	1.7	7.7	-8.0	-2.7	0.4	-18.4	10.6	1.3
O=C(COC(=O)CNC(=O)c1ccc(Br)cc1)NCCC1=CCCCC1	2.6	13.1	-18.5	1.8	-2.9	0.8	-0.3	3.4
CCOC(=O)C(C)(C)NS(=O)(=O)c1ccc(Cl)c([N+](=O)[O-])c1	2.4	-4.0	6.0	-3.7	4.3	-8.1	22.2	-0.3
CC1NC(=O)NC1CCCCC(=O)O (stereo unspecified)	-7.2	9.8	-4.2	-6.7	-8.7	-8.4	25.3	-0.6
NCCCC[C@H]1CNC(=S)N1CCc1cccc(F)c1	-4.4	-3.0	-1.1	-3.4	-4.8	1.9	22.2	1.4
Nc1nc2c(s1)CCc1c-2cnn1-c1ccccc1	35.5	92.6*	61.7*	53.8*	42.9	-5.0	-493.2	-9.9
COc1ccc(NS(=O)(=O)c2ccc3c(c2)CCN3C(=O)CCC(=O)O)cc1OC	5.8	4.4	-10.6	7.7	3.2	-0.2	20.2	1.0
COc1cc(C(=O)NNC(=O)NC2CCCCC2)cc(OC)c1OC	4.4	8.4	-12.4	4.0	-1.5	-2.8	22.9	-0.5
CCOC(=O)C1(CCOc2ccccc2)CCN(Cc2cc(OC)cc(OC)c2)CC1	-15.5	12.5	-4.8	0.5	-6.7	-2.2	10.1	1.0
CCN1CCN(Cc2ccc(NC(=O)c3cc(NC(=O)C4=NN(c5ccccc5)C(=O)C4)cc(OC)c3)cc2C(F)(F)F)CC1	-3.7	50.6*	-2.3	4.0	-0.4	0.3	2.1&10.7	-0.5&2.6
CC(C)CNC(=O)COC(=O)c1ccccc1SCC(=O)NCC(C)C	-11.9	-0.4	0.8	-0.9	-6.6	-12.5	25.0	-0.3
CN1CC(c2ccc(Cl)c(Cl)c2)[C@@]2(COc3ccccc3C2=O)[C@@]12C(=O)Nc1ccccc12 (stereo partly specified)	-2.5	22.2	-5.8	-3.1	-9.4	-24.8	13.7	2.7
CCOC(=O)C1=C(COC(=O)[C@@H]2CCCN2S(=O)(=O)c2ccc(C)cc2)NC(=O)NC1C (stereo partly specified)	-4.7	13.0	-6.0	-2.3	-0.2	2.1	-13.2	-7.3
COc1ccccc1N1CCN(C(=O)CSc2nnc3n2C(C)(C)Cc2ccccc2-3)CC1	0.2	-2.3	0.4	-8.2	-7.0	6.1	5.5	3.2

Bioassay records (PubChem BioAssay)
